High-throughput results deposited in PubChem BioAssay by several laboratories.
BioA inh: BioA (M. tuberculosis) enzyme inhibition; inhibition, % at 9.99 µM; purified M. tuberculosis BioA enzyme, plate reader; 360,000 tested, 0.096% active; in the data active means inhibition above about 40%
BH1578 lux ind: inducers of Vibrio cholerae quorum light production without autoinducers | V. cholerae BH1578 lux reporter, luminescence, 6 h | activation, % at 18.7 µM | 350,000 tested, 0.16% active | AID 588436; in the data active means activation mostly above about 9.7%, no sharp cut-off; further: not every result past the cut was called active; inactives centre near 0; reference of the scale not given here
Mtb UGM inh: blocks M. tuberculosis UGM enzyme | P9WIQ1 | purified UGM, fluorescence polarization probe displacement | inhibition, % at 10 µM | 320,000 tested, 0.06% active; in the data active means inhibition above about 10%, passing the limit was not always enough
Target sequence (P9WIQ1 whole entry, looked up): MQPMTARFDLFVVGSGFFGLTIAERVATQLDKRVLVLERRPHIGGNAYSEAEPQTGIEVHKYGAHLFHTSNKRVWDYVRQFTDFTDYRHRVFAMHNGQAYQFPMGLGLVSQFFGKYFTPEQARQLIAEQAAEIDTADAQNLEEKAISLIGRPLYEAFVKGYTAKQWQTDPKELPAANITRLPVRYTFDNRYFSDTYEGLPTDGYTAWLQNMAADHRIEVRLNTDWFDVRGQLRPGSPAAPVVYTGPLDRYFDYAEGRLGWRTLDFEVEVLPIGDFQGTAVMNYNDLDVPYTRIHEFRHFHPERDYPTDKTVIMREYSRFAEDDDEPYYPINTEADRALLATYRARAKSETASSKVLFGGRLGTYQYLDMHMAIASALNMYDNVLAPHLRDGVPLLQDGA
MazEF act: MazEF (E. coli) toxin RNase activation; activation, % at 20 µM; FAM/BHQ RNA-DNA oligo cleavage fluorescence, 5 h; 350,000 tested, 0.32% active; P0AE70; in the data active means activation above about 50%
Target sequence (P0AE70 whole entry, looked up): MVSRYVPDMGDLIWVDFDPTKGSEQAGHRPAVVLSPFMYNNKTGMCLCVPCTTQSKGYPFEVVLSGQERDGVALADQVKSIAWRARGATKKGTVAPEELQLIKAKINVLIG
GDH-TPI counter: inhibits GDH-TPI coupling enzymes, artifact for Mtb FBA screen; inhibition, % at 4.8 µM; GDH-TPI coupled enzyme counterscreen, NADH absorbance; AID 588335; 360,000 tested, 1.2% active; in the data active means inhibition above about 30%;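 further: 0% = DMSO wells and 100% = wells lacking the enzyme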
Mtb FBA inh: inhibitors of M. tuberculosis fructose-bisphosphate aldolase | inhibition, % at 1 µM | AID 588726 | 360,000 tested, 2.3% active | purified M. tuberculosis FBA, fluorescence read-out | P9WQA3; in the data active means inhibition above about 27%;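 further: 0% = vehicle and 100% = reference inhibitor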
Rv3671c inh: inhibitors of M. tuberculosis serine protease Rv3671c; P9WHR9; 320,000 tested, 0.048% active; inhibition, % at 5.96 µM; AID 2606; in the data active means inhibition above about 38%;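 further: extracellular domain of Rv3671c used as enzyme; 0% = enzyme with DMSO and 100% = no enzyme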
Target sequence (P9WHR9 whole entry, looked up, the tested form may be a part): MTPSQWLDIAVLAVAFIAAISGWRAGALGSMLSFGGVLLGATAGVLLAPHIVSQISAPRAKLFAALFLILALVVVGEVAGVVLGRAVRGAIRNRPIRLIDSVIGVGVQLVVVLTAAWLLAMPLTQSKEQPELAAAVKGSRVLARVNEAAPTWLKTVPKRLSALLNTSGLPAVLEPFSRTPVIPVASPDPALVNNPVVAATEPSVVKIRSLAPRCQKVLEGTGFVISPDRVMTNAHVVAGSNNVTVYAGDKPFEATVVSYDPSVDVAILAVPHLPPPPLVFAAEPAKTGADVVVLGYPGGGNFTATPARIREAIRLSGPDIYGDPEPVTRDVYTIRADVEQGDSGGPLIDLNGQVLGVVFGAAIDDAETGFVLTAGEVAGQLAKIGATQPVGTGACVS
DUSP3 inh: DUSP3 (human) phosphatase inhibition. recombinant VHR phosphatase, pNPP absorbance. inhibition, % at 13.3 µM. 290,000 tested, 0.52% active; in the data active means inhibition above about 50%; further: some compounds called inactive have numbers as strong as hits
PriA SSB inh: blocks PriA binding to SSB C-terminal tail; AlphaScreen SSBct-PriA binding, biotinylated peptide; inhibition, % at 33 µM; 430,000 tested, 0.6% active; AID 1272365; in the data active means inhibition mostly above about 37%, no sharp cut-off; inactive means mostly below about 20%;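 further: plate controls were negative control peptide for no effect and reference peptide for full effect; strong numbers were not always called active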
SARS 3CLpro inh: SARS-CoV 3CLpro protease inhibition. recombinant SARS-CoV 3CLpro, quenched FRET peptide cleavage. inhibition, % at 6 µM. 290,000 tested, 0.14% active. AID 1706; in the data active means inhibition above about 12%
Active calls of the source: *; & = joins results of further samples. The list is partial. The share of hits here may be higher or lower than overall.

What do the screens show for `CCOC(=O)c1sc2nc(C)nc(SC(C)C(=O)NC3CC3)c2c1C` (centres undefined)?
BioA inh: -1.6; BH1578 lux ind: inactive; Mtb UGM inh: 2.3; MazEF act: 6; GDH-TPI counter: 4; Mtb FBA inh: 3; Rv3671c inh: -7; PriA SSB inh: 3

How did O=C(O)c1ccc(COc2ccccc2[N+](=O)[O-])o1 do in these assays?
BioA inh: -0.4; BH1578 lux ind: inactive; Mtb UGM inh: -1.3; MazEF act: 0; GDH-TPI counter: 2; Mtb FBA inh: -3; Rv3671c inh: 6; DUSP3 inh: -1; PriA SSB inh: -11; SARS 3CLpro inh: 1

How did COc1ccc(C(CC(=O)NCCN2CCOCC2)NS(=O)(=O)c2ccc(C)cc2)cc1 (centres undefined) do in these assays?
BioA inh: -0.9; BH1578 lux ind: inactive; Mtb UGM inh: -0.3; MazEF act: 6; GDH-TPI counter: 2; Mtb FBA inh: 2; Rv3671c inh: 1; DUSP3 inh: 47; PriA SSB inh: -2; SARS 3CLpro inh: 4

How did Cc1ccc(C(C)C)c(OCC(=O)NS(=O)(=O)c2ccc(Cl)cc2)c1 do in these assays?
BioA inh: -0.4; BH1578 lux ind: inactive; Mtb UGM inh: -0.1; MazEF act: 2; GDH-TPI counter: 0; Mtb FBA inh: -1; Rv3671c inh: 10; DUSP3 inh: 4; PriA SSB inh: -2; SARS 3CLpro inh: 3

Results for Clc1cccc(CNCCNCc2cccc(Cl)c2)c1 ?
BH1578 lux ind: -0.9; Mtb UGM inh: 0.3; MazEF act: 7; GDH-TPI counter: 9; Mtb FBA inh: 1; Rv3671c inh: 4; DUSP3 inh: 27; PriA SSB inh: -12; SARS 3CLpro inh: 6

How did CCn1c(=O)cc(SCC(=O)NCC2CCCO2)c2ccccc21 (centres undefined) do in these assays?
BioA inh: -1.1; BH1578 lux ind: -0.5; Mtb UGM inh: 0.3; MazEF act: 10; GDH-TPI counter: 18; Mtb FBA inh: 5; Rv3671c inh: -3; DUSP3 inh: -9; PriA SSB inh: -9; SARS 3CLpro inh: -4

How did O=C(c1cccs1)N1CCC(c2nc3ccccc3s2)CC1 do in these assays?
BioA inh: 8.7; BH1578 lux ind: -0.6; Mtb UGM inh: 2.2; MazEF act: 9; GDH-TPI counter: -10; Mtb FBA inh: -3; Rv3671c inh: -9; DUSP3 inh: -6; PriA SSB inh: -15; SARS 3CLpro inh: 2

How did O=C(O)CCC(=O)N1CCOc2ccc(Cl)cc21 do in these assays?
BH1578 lux ind: inactive; Mtb UGM inh: -0.5; MazEF act: -9; GDH-TPI counter: 9; Mtb FBA inh: 0; Rv3671c inh: -8; DUSP3 inh: 4; PriA SSB inh: -10; SARS 3CLpro inh: 6

How did CC1(C)CC(=O)C(=CN2CCN(C(=O)c3ccco3)CC2)C(=O)C1 do in these assays?
BH1578 lux ind: 0.7; MazEF act: 7; GDH-TPI counter: 10; Mtb FBA inh: -1; DUSP3 inh: -4; PriA SSB inh: -8; SARS 3CLpro inh: -3

How did CCOC(=O)c1nnn(-c2nonc2-n2cccc2)c1CN1CCCCC1 do in these assays?
BioA inh: -0.8; BH1578 lux ind: inactive; MazEF act: -7; GDH-TPI counter: 8; Mtb FBA inh: -2; Rv3671c inh: -2; DUSP3 inh: 6; PriA SSB inh: -17; SARS 3CLpro inh: 3

How did Cc1[nH]c2ccccc2c1C(=O)CSc1cccc[n+]1[O-] do in these assays?
BioA inh: 1.0; BH1578 lux ind: -0.4; Mtb UGM inh: 6.5; MazEF act: 2; GDH-TPI counter: 17; Mtb FBA inh: -3; Rv3671c inh: -6; DUSP3 inh: 16; PriA SSB inh: -2; SARS 3CLpro inh: -3

Results for Cc1ccc(NC(=O)c2cc(-c3ccc(C)o3)nc3ccccc23)nc1 ?
BioA inh: 1.5; BH1578 lux ind: inactive; Mtb UGM inh: 1.7; MazEF act: 1; GDH-TPI counter: 6; Mtb FBA inh: -1; Rv3671c inh: -3; DUSP3 inh: -12; PriA SSB inh: -2; SARS 3CLpro inh: 3

Results for Cc1cc(C)n(CC(O)CN2C(=O)NC(C)(C)C2=O)n1 (centres undefined) ?
BioA inh: -0.5; BH1578 lux ind: 7.5; Mtb UGM inh: 1.2; MazEF act: 8; GDH-TPI counter: -5; Mtb FBA inh: 2; Rv3671c inh: -6; DUSP3 inh: 31; PriA SSB inh: 0; SARS 3CLpro inh: 2

What do the screens show for `Cc1cc(C)c2[nH]c(C(=O)Nc3ccc(F)cc3Br)cc2c1`?
BioA inh: 1.3; BH1578 lux ind: -0.6; Mtb UGM inh: 2.1; MazEF act: -8; GDH-TPI counter: 3; Mtb FBA inh: 6; Rv3671c inh: -11; DUSP3 inh: -47; PriA SSB inh: 1; SARS 3CLpro inh: -1

Results for COc1ccc(-c2coc3c(CN4CCOCC4)c(O)ccc3c2=O)cc1 ?
BioA inh: -0.4; BH1578 lux ind: 13*; Mtb UGM inh: 1.9; MazEF act: 2; GDH-TPI counter: 8; Mtb FBA inh: 41*; Rv3671c inh: -1; DUSP3 inh: 7; PriA SSB inh: -14; SARS 3CLpro inh: 2

What do the screens show for `Cc1cc(Cl)cc(C)c1OCC(=O)O`?
BioA inh: -1.9; BH1578 lux ind: -0.7; Mtb UGM inh: 2.0; MazEF act: 3; GDH-TPI counter: 8; Mtb FBA inh: 5; Rv3671c inh: 0; DUSP3 inh: 19; PriA SSB inh: -5

How did O=C(O)CCc1ccc(-c2ccc(Cl)cc2)n1CCC(=O)O do in these assays?
BioA inh: 2.4; BH1578 lux ind: -7.1; Mtb UGM inh: 0.2; MazEF act: -2; GDH-TPI counter: -8; Mtb FBA inh: 0; Rv3671c inh: -7; DUSP3 inh: 13; PriA SSB inh: -6; SARS 3CLpro inh: 4

Results for O=[N+]([O-])c1ccc(NNC(=S)Nc2ccccc2)cc1 ?
BioA inh: -0.4; BH1578 lux ind: inactive; Mtb UGM inh: -2.5; MazEF act: 7; GDH-TPI counter: 21; Mtb FBA inh: 0; Rv3671c inh: 11; DUSP3 inh: -2; PriA SSB inh: 13; SARS 3CLpro inh: 3

Results for O=C(CCCc1nc(-c2ccccc2)no1)NCc1cccnc1 ?
BioA inh: 0.4; BH1578 lux ind: inactive; Mtb UGM inh: -1.4; MazEF act: 1; GDH-TPI counter: 12; Mtb FBA inh: -1; Rv3671c inh: 1; DUSP3 inh: -8; PriA SSB inh: -14; SARS 3CLpro inh: 2

What do the screens show for `CC(CNC(=O)CCc1ccccc1)NC(=O)CCc1ccccc1` (centres undefined)?
BioA inh: 0.8; BH1578 lux ind: inactive; Mtb UGM inh: -0.3; MazEF act: 7; GDH-TPI counter: -2; Mtb FBA inh: 2; Rv3671c inh: -4; PriA SSB inh: -3

What do the screens show for `C[C@H](CO)N1C[C@H](C)[C@@H](CN(C)C(=O)NC2CCCCC2)Oc2c(NS(=O)(=O)c3cn(C)cn3)cccc2C1=O`?
BioA inh: -1.0&-0.6; BH1578 lux ind: inactive; Mtb UGM inh: -6.5; MazEF act: 2; GDH-TPI counter: -3; Mtb FBA inh: 1; Rv3671c inh: 6; PriA SSB inh: -2

What do the screens show for `C(=NOCCc1ccccc1)c1cccnc1`?
BioA inh: -1.1; BH1578 lux ind: inactive; MazEF act: 1; GDH-TPI counter: 4; Mtb FBA inh: -2; PriA SSB inh: -3

What do the screens show for `COc1cc(NC(=O)c2cc([N+](=O)[O-])ccc2N2CCOCC2)ccc1NC(=O)c1ccco1`?
BioA inh: -1.4; BH1578 lux ind: inactive; Mtb UGM inh: -1.3; MazEF act: -3; GDH-TPI counter: 16; Mtb FBA inh: 1; Rv3671c inh: 1; DUSP3 inh: -11; PriA SSB inh: -3; SARS 3CLpro inh: 7

What do the screens show for `Cc1ccc(CNC(=O)/C=C/c2ccc(S(=O)(=O)NCc3ccco3)cc2)cc1`?
BioA inh: 1.0; BH1578 lux ind: 1.5; Mtb UGM inh: -1.0; MazEF act: -11; GDH-TPI counter: -6; Mtb FBA inh: -1; Rv3671c inh: -10; DUSP3 inh: 0; PriA SSB inh: -5; SARS 3CLpro inh: -2

How did CC(C)C1C(=O)N(Cc2cn(CCC3OCCO3)nn2)CCS(=O)(=O)N1Cc1ccc(-c2ccncc2)cc1 (centres undefined) do in these assays?
BioA inh: -1.6; BH1578 lux ind: 1.1; MazEF act: 6; GDH-TPI counter: 1; Mtb FBA inh: -1

What do the screens show for `O=C(Nn1c(-c2ccc(Br)cc2)nc2ccccc2c1=O)c1cccnc1`?
BioA inh: 4.3; BH1578 lux ind: 0.3; Mtb UGM inh: 2.6; MazEF act: 11; GDH-TPI counter: -2; Mtb FBA inh: 3; Rv3671c inh: 2; DUSP3 inh: 16; PriA SSB inh: -8; SARS 3CLpro inh: 0

Results for COC(=O)Cc1c(O)ccn(Cc2ccccc2OC)c1=O ?
BioA inh: -1.2; BH1578 lux ind: inactive; Mtb UGM inh: 2.3; MazEF act: 1; GDH-TPI counter: 0; Mtb FBA inh: -1; Rv3671c inh: -2; DUSP3 inh: 6; PriA SSB inh: -10; SARS 3CLpro inh: -1

Results for Cc1ccc(S(=O)(=O)NC(C(=O)N2CCOCCOCCOCCOCC2)c2ccccc2)cc1 (centres undefined) ?
BH1578 lux ind: -0.6; Mtb UGM inh: -1.0; MazEF act: 1; GDH-TPI counter: 4; Mtb FBA inh: 2; Rv3671c inh: -5; DUSP3 inh: 18; PriA SSB inh: -3; SARS 3CLpro inh: 6

How did Cn1cc(C(=O)OCC(=O)Nc2ccccc2)c2ccccc21 do in these assays?
BioA inh: 1.5; BH1578 lux ind: -0.3; Mtb UGM inh: 0.8; MazEF act: 3; GDH-TPI counter: -8; Mtb FBA inh: -5; Rv3671c inh: -4; PriA SSB inh: -3

How did Cc1cccnc1NC(=O)c1ccc(S(=O)(=O)N2CCCC2)cc1 do in these assays?
BioA inh: -0.7; BH1578 lux ind: inactive; MazEF act: -9; GDH-TPI counter: 12; Mtb FBA inh: -1

How did COc1ccc2[nH]cc(CCNC(=O)Cc3ccc(Br)cc3)c2c1 do in these assays?
BioA inh: 1.9; BH1578 lux ind: 2.8; Mtb UGM inh: 0.7; MazEF act: 3; GDH-TPI counter: 0; Mtb FBA inh: 1; Rv3671c inh: -2; DUSP3 inh: 29; PriA SSB inh: 14; SARS 3CLpro inh: -5

What do the screens show for `O=C(Cc1ccccc1)OC(COCc1ccccc1)CN1CCOCC1` (centres undefined)?
BioA inh: 0.3; BH1578 lux ind: inactive; Mtb UGM inh: -1.1; MazEF act: -2; GDH-TPI counter: 1; Mtb FBA inh: 1; Rv3671c inh: 8; DUSP3 inh: 10; PriA SSB inh: -7; SARS 3CLpro inh: -4

Results for CCN(CC)Cc1oc(CO)cc(=O)c1O ?
BH1578 lux ind: -0.2; Mtb UGM inh: -1.1; MazEF act: -27; GDH-TPI counter: 10; Mtb FBA inh: 4; Rv3671c inh: -1; DUSP3 inh: 3; PriA SSB inh: -6&-2; SARS 3CLpro inh: 5

How did Cn1c(=O)c2cc(S(=O)(=O)NCCC(=O)N3CC=C(c4ccccc4)CC3)ccc2n(C)c1=O do in these assays?
BH1578 lux ind: -0.5; Mtb UGM inh: 2.0; MazEF act: -2; GDH-TPI counter: 6; Mtb FBA inh: 0; Rv3671c inh: 4; DUSP3 inh: 25; PriA SSB inh: -10; SARS 3CLpro inh: 2

Some of these compounds in order of length of the SMILES, largest number first:
How did CC(C)C1C(=O)N(Cc2cn(CCC3OCCO3)nn2)CCS(=O)(=O)N1Cc1ccc(-c2ccncc2)cc1 (centres undefined) do in these assays?
BioA inh: -1.6; BH1578 lux ind: 1.1; MazEF act: 6; GDH-TPI counter: 1; Mtb FBA inh: -1

What do the screens show for `Cc1ccc(CNC(=O)/C=C/c2ccc(S(=O)(=O)NCc3ccco3)cc2)cc1`?
BioA inh: 1.0; BH1578 lux ind: 1.5; Mtb UGM inh: -1.0; MazEF act: -11; GDH-TPI counter: -6; Mtb FBA inh: -1; Rv3671c inh: -10; DUSP3 inh: 0; PriA SSB inh: -5; SARS 3CLpro inh: -2

What do the screens show for `C(=NOCCc1ccccc1)c1cccnc1`?
BioA inh: -1.1; BH1578 lux ind: inactive; MazEF act: 1; GDH-TPI counter: 4; Mtb FBA inh: -2; PriA SSB inh: -3
